Assay outcomes deposited in PubChem by Sanford-Burnham Center for Chemical Genomics.
A3G deaminase = APOBEC3G DNA deaminase inhibitors, primary screen, biochemical, fluorescence, single-stranded DNA substrate, uHTS; inhibition, % at 20 µM; DNA dC->dU-editing enzyme APOBEC-3G (Homo sapiens), Q9HC16; AID 493012, 2011; 330,000 compounds, 0.28% hits; recombinant A3G, ssDNA deamination FAM/TAMRA fluorescence;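 active = inhibition of at least 40% at 20 µM, with no more than 30% in the related APOBEC3A deaminase screen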;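 note: plate controls were DMSO wells with A3G for no effect and wells lacking A3G enzyme for full effect; some compounds called inactive have numbers as strong as hits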
Target sequence (Q9HC16 whole entry, looked up): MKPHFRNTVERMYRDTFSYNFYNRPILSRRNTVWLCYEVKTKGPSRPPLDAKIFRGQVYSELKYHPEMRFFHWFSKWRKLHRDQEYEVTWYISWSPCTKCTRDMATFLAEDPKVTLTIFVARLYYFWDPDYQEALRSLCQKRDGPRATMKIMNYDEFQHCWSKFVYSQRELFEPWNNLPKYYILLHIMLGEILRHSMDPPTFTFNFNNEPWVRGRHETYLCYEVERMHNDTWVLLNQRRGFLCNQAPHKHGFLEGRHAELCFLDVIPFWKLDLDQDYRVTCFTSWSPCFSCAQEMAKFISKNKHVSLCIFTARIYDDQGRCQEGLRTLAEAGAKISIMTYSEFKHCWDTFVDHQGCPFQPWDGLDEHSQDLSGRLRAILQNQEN
GRIN3A LBD mod = binders of NR3A ligand-binding domain, primary screen, biophysical, differential scanning fluorimetry, uHTS; Glutamate receptor ionotropic, NMDA 3A (GRIN3A) ligand-binding domain; NR3A LBD differential scanning fluorimetry, Tm shift; 0% = protein alone, 100% = glycine-bound protein; Tm shift relative to glycine control, % at 25 µM; 340,000 compounds, 2.5% hits;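 active = melting temperature shift of at least 10% of the positive control shift, at one fixed dose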
mIAP act = activators of mouse IAP, primary screen, biochemical, luminescence, uHTS; intestinal alkaline phosphatase [Mus musculus]; muIAP, CDP-Star luminescence, 30 min; hits give high values; 1 = vehicle-only enzyme signal, 0 = enzyme-free wells; activation factor at 10 µM; 330,000 compounds, 0.24% hits;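 active = activation factor of at least 2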; note: the source names both 10 and 20 µM as test concentration; values of inactives mirror those of a sister screen read the other way
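Assay system: mouse IAP enzyme; reagent: chemiluminescent substrate CDP-Star; dosing: test compounds delivered from DMSO solution; schedule: 30 min at room temperature; measured by: luminescence from enzymatic CDP-Star hydrolysis; controls: DMSO-only wells and no-enzyme negative control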
hIAP inh = human IAP inhibitors, primary screen, biochemical, luminescence, uHTS. AID 2544, 2010. purified IAP, CDP-Star luminescence, 30 min. inhibition, % at 10 µM. 330,000 compounds, 0.12% hits;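 active = inhibition reaching a set limit with compound at 10 µM in the primary screen, cut at about 35% in these data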;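 note: plate controls were DMSO wells with enzyme for no effect and no-enzyme buffer wells for full effect; values of inactives mirror those of a sister screen read the other way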
mIAP inh = inhibitors of mouse IAP, primary screen, biochemical, luminescence, uHTS. purified mouse IAP, CDP-Star luminescence, 30 min. inhibition, % at 10 µM. 330,000 compounds, 0.2% hits. AID 2806, 2010;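 active = inhibition of at least 40% at 10 µM in the primary screen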;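 note: plate controls were DMSO with enzyme for no effect and no enzyme wells for full effect; values of inactives mirror those of a sister screen read the other way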
hIAP activ = human IAP activators, primary screen, biochemical, luminescence, uHTS | activation factor at 10 µM | 330,000 compounds, 0.16% hits | purified human IAP, CDP-Star luminescence, 30 min; hits give high values; 1 = vehicle-only enzyme, 0 = enzyme-free background | AID 2524, 2010;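 active = activation factor of the enzyme at least 2-fold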; note: the source names both 10 and 20 µM as test concentration; values of inactives mirror those of a sister screen read the other way
A3A deaminase = APOBEC3A ssDNA deaminase inhibitors, primary screen, selectivity assay for APOBEC3G inhibitor project, biochemical, FAM/TAMRA oligo cleavage fluorescence; DNA dC->dU-editing enzyme APOBEC-3A (Homo sapiens), P31941; recombinant A3A, FAM/TAMRA ssDNA deamination fluorescence; inhibition, % at 20 µM; 330,000 compounds, 0.41% hits;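 active = at least 40% inhibition at 20 µM here, with at most 30% in a related deaminase screen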;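 note: plate controls were A3A with DMSO for no effect and wells lacking A3A enzyme for full effect; some results filed as inactive read as strong as hits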
Target sequence (P31941 whole entry, looked up): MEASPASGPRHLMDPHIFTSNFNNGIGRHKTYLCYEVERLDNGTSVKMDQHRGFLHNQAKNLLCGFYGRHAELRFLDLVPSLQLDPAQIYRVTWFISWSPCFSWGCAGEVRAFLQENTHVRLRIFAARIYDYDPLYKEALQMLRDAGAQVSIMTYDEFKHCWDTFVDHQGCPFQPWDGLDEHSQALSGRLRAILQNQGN
MPTP block = mitochondrial permeability transition pore inhibitors, primary screen, biochemical, isolated mouse mitochondria, absorbance; Ca2+ swelling absorbance, 30 min; inhibition, % at 10 µM; 360,000 compounds, 1.4% hits;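 active = inhibition of 50% or more, scaled per plate between neutral and stimulator controls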;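 note: 0% = DMSO wells given calcium and 100% = 1 mM EGTA wells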
MIN6 prolif = inducers of MIN6 beta-cell proliferation, primary screen, ATP luminescence, uHTS; MIN6 cells proliferation, ATPlite luminescence, 48 h; cells starved in 0.2% serum; 100% = growth in 10% serum; proliferation, % at 10 µM; 330,000 compounds, 0.29% hits;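 active = compounds whose signal lies at least 3.5 SD above the mean of all wells on their plate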;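 note: 0% = DMSO-treated cells in low-serum medium and 100% = 10% serum control; some compounds called inactive have numbers as strong as hits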
Numbers without * were called inactive.

SMILES | A3G deaminase | GRIN3A LBD mod | mIAP act | hIAP inh | mIAP inh | hIAP activ | A3A deaminase | MPTP block | MIN6 prolif
COc1cc(/C=C/C(=O)NC(C)C)ccc1OCc1ccccc1 | -9 | -1 | 0.99 | -7 | 1 | 1.1 | -3 | -0.3 | -4
NC(=O)c1sc2nc(-c3ccco3)ccc2c1N | 3 | 1 | 0.56 | -5 | 44* | 1.1 | 8 | 2.0 | -3
CN(C(=O)CSCC(=O)O)C1CCCCC1 | -1 | 0 | 0.92 | 17 | 8 | 0.83 | 0 | -0.3 | -2
COC(=O)Nc1ccc(S(=O)(=O)NC2CCCCC2)cc1 | -5 | -1 | 1 | -1 | -3 | 1 | 4 | 1.4 | 1
CC(C)c1ccc(NC(=O)C2C3C=CC4(O3)C2C(=O)N(CCN2CCOCC2)C4C(=O)NC2CCCCC2)cc1 (stereo not given) | -4 | -2 | 1.1 | 1 | -8 | 0.99 | 0 | -0.4 | 0
CCCCn1c(-c2csc3c2CCC(C)C3)n[nH]c1=S (stereo not given) | -4 | -5 | 1 | 4 | -4 | 0.96 | -8 | 16 | -4
CN(C(=O)c1ccc(=O)[nH]c1)C1(C(=O)NC2CCCCC2)CCCCC1 | -5 | 2 | 0.97 | 10 | 3 | 0.9 | -4 | -3.4 | 0
CN1CCN(NC(=O)C23CC4CC(CC(C4)C2)C3)CC1 | -4 | 0 | 0.98 | 6 | 2 | 0.94 | -1 | 1.4 | 2
COC(=O)NCN1C(=O)C2C3C=CC(C3)C2C1=O (stereo not given) | -7 | 1 | 0.93 | 7 | 7 | 0.93 | -4 | -1.7 | 3
C=CCNC(=O)CN1C(=O)NC(C)(c2ccc(OC)cc2)C1=O (stereo not given) | -7 | 0 | 0.94 | 8 | 6 | 0.92 | -4 | 1.7 | 0
CC(C)C(NS(=O)(=O)c1ccc2c(c1)oc(=O)n2C)C(=O)N1CCN(C2CCCCC2)CC1 (stereo not given) | -5 | -1 | 0.94 | -4 | 6 | 1 | -5 | -1.1 | 2
CCOC(=O)N/N=C\c1ccc(C)s1 | -10 | 0 | 1 | 8 | -4 | 0.92 | 0 | 0.7 | -2
CC(=O)OCCN1C(=O)c2cccnc2C1=O | -1 | 13* | 0.9 | 5 | 10 | 0.95 | 3 | -5.5 | -2
CCCCn1c(=O)c(CCC(=O)OCC(=O)Nc2cc(Cl)ccc2OC)nc2ccccc21 | -9 | -1 | 0.9 | 12 | 10 | 0.88 | -2 | 1.0 | 2
COc1ccc(OCC(=O)Nc2ccccc2OC)cc1 | -1 | -1 | 0.94 | -3 | 6 | 1 | 4 | 1.1 | -1
COc1ccc(N2C(=O)CC(N3CCN(C(=O)c4ccco4)CC3)C2=O)cc1 (stereo not given) | -4 | 3 | 1 | -7 | -4 | 1.1 | -1 | -1.1 | 1
CNc1oc(-c2cccs2)nc1S(=O)(=O)c1ccccc1 | 0 | -3 | 1 | -4 | -2 | 1 | 1 | 0.2 | 1
Cc1ccc(NC(=O)C2CC=CCC2C(=O)N2CCCCC2)cc1 (stereo not given) | -7 | -2 | 0.92 | -6 | 8 | 1.1 | -5 | 0.1 | -2
CC(C)(C)NS(=O)(=O)c1ccc(NC(=O)NC2CCCCC2)cc1 | -9 | -4 | 1.7 | 10 | -70 | 0.9 | -4 | -1.8 | -1
CC(C)(C)C1CCc2c(C(=O)NNC(=O)CCC(=O)O)csc2C1 (stereo not given) | -5 | -3 | 1.1 | -14 | -5 | 1.1 | 4 | 1.0 | -1
O=[N+]([O-])c1cc(Cl)ccc1N1CCCC1 | -1 | -1 | 0.91 | -14 | 9 | 1.1 | 2 | 2.1 | -2
CS(=O)(=O)c1ccccc1C(=O)NC1CCCc2ccccc21 (stereo not given) | -6 | 6 | 1 | 8 | -2 | 0.92 | 6 | -1.4 | 0
CC(C)Oc1ccc(C(=O)Nc2cc(=O)n(C)c(=O)n2C)cc1 | 2 | 2 | 1 | 4 | -4 | 0.96 | 7 | -1.9 | 0
CCOC(=O)c1[nH]c2ccc(F)cc2c1NC(=O)Nc1ccccc1OC | -9 | 0 | 0.97 | 5 | 3 | 0.95 | -1 | 0.6 | -2
O=C(NCCCN1CCOCC1)c1cc(-c2ccc(Cl)c(Cl)c2)on1 | -3 | -5 | 1 | -11 | -1 | 1.1 | -1 | 1.4 | 0
C/C(=N\NC(=O)c1nnn(-c2nonc2N)c1C(C)C)c1ccncc1 | 1 | 1 | 1 | 3 | -5 | 0.97 | 1 | -0.5 | -4
O=C1CN(C(=O)c2ccccc2F)C(c2ccccc2)c2cc(Cl)ccc2N1 (stereo not given) | -3 | 0 | 1.1 | 1 | -6 | 0.99 | 0 | -1.6 | 1
Cc1ccc2cc3c(NC(=O)CC(C)C)nn(C)c3nc2c1 | 6 | -3 | 1.1 | 17 | -10 | 0.83 | -1 | 4.3 | 2
O=C(O)CN1CCN(Cc2cccc(Cl)c2)C1=O | 20 | 0 | 0.98 | -5 | 2 | 1.1 | -2 | -0.9 | 3
O=c1c2ccccc2[nH]c(=S)n1CCCN1CCC(Cc2ccccc2)CC1 | -4 | 1 | 0.9 | 6 | 10 | 0.94 | 3 | 3.6 | -5
CCC(C(=O)O/N=C(\N)c1ccc(Cl)cc1)c1ccccc1 (stereo not given) | -2 | 1 | 1 | -11 | 0 | 1.1 | 1 | 3.1 | -4
CCn1c(=O)c(C(=O)NNC(=O)c2ccccc2)c(O)c2ccccc21 | -6 | -2 | 0.88 | -22 | 12 | 1.2 | -2 | 0.8 | 0
O=C(Nc1ccccc1C(=O)NCCCN1CCOCC1)c1ccc(F)cc1 | -6 | 1 | 1.1 | -12 | -6 | 1.1 | -2 | -0.6 | -1
O=C(NCc1cccnc1)c1cnc2ccccc2n1 | 0 | 1 | 0.96 | 2 | 4 | 0.97 | 4 | 2.2 | 0
COc1ccc2c(C)cc(SCn3nnc4ccccc4c3=O)nc2c1 | -3 | -3 | 0.88 | 13 | 12 | 0.87 | 0 | 1.4 | -3
CC(C)c1ccc(C(=O)CN2C(=O)NC3(CCc4ccccc43)C2=O)cc1 (stereo not given) | -5 | 0 | 0.99 | -12 | 1 | 1.1 | -1 | 0.0 | -5
O=C(COC(=O)C1=COCCO1)Nc1ccc(Oc2ccccc2)cc1 | 3 | 1 | 1.1 | 10 | -7 | 0.9 | 2 | 2.4 | -1
Cc1cc(C)n(-c2nc3c(c(=O)[nH]c(=O)n3C)n2CC(O)COc2ccc(Cl)cc2Cl)n1 (stereo not given) | -10 | 3 | 1 | -4 | -2 | 1 | -4 | -2.1 | -3
S=C(Nc1ccccc1Oc1ccccc1)NC1CCCC1 | -10 | -1 | 1.4 | -5 | -43 | 1.1 | -3 | 0.0 | -6
COc1ccc(S(=O)(=O)N(CC(C)C)C2CCS(=O)(=O)C2)cc1OC (stereo not given) | -6 | 0 | 1 | -12 | -1 | 1.1 | 1 | -0.4 | 1
CCOC(=O)c1ccc(NC(=S)NN2CCN(C)CC2)cc1 | -5 | 0 | 1.1 | 2 | -9 | 0.98 | -2 | 0.2 | -1
CCC(=O)N=c1sc2c(C)cc(C)cc2n1CC(=O)OC | 0 | 2 | 1 | 7 | -5 | 0.93 | -2 | -1.2 | 0
Cc1csc2nc3cc(C(N)=O)ccc3c(=O)n12 | -6 | -5 | 1.1 | 5 | -5 | 0.95 | -2 | -0.6 | 2
COC(=O)[C@@H]1C(c2ccccc2)(c2ccccc2)[C@@]1(C)C(=O)OC | -5 | 1 | 1.1 | -14 | -15 | 1.1 | 0 | -0.1 | 1
Cc1ccc(NC(=O)COC(=O)C2CCC(=O)N2)c(S(=O)(=O)N2CCOCC2)c1 (stereo not given) | -3 | 1 | 0.98 | -3 | 2 | 1 | -1 | -1.8 | 0
CNC(=S)NNC(=O)Cc1ccc(OC)c(OC)c1 | -3 | -1 | 1 | -39 | -3 | 1.4 | -3 | 1.1 | -4
COc1ccccc1C(=O)Nc1ccc(-c2nnc(SCC(=O)O)n2C)cc1 | 8 | 0 | 0.98 | -20 | 2 | 1.2 | 8 | -0.8 | 0
Cc1ccc(C(=O)N2CCCc3ccccc32)c(F)c1F | -3 | 0 | 1.1 | -12 | -10 | 1.1 | -4 | -1.1 | -3
CCC(CC)C(=O)Nc1c(C)n(C)n(-c2ccccc2)c1=O | 0 | 0 | 1 | 10 | 0 | 0.9 | -2 | 0.6 | 0
Cc1cn2nc(N)c3ccccc3c2n1 | -3 | 2 | 1 | 3 | -1 | 0.97 | -2 | -0.2 | 0

(list continues)
SMILES | A3G deaminase | GRIN3A LBD mod | mIAP act | hIAP inh | mIAP inh | hIAP activ | A3A deaminase | MPTP block | MIN6 prolif
Cc1ccc(NC(=O)CC2SC(=O)N(c3ccccc3)C2=O)cc1 (stereo not given) | -1 | -14 | 0.9 | 0 | 10 | 0.99 | -3 | -1.6 | -2
COc1ccc2cc1Oc1ccc(cc1)C[C@H]1c3c(cc(OC)c4c3Oc3c(ccc5c3[C@H](C2)N(C)CC5)O4)CCN1C | -6 | -14 | 0.94 | 10 | 6 | 0.9 | 0 | 90* | -6
O=C(c1cc(F)ccc1F)C1CCCN(C(=O)CSc2ccccn2)C1 (stereo not given) | -5 | -3 | 0.92 | 19 | 8 | 0.81 | -4 | 1.5 | 1
CCCCOC(=O)Nc1ccc(C)c(Cl)c1 | -9 | -4 | 1.1 | -40 | -8 | 1.4 | -3 | -2.9 | 2
CCC(C)(C)C1CCC(=NNC(=O)c2ccc(Br)o2)CC1 (stereo not given) | -1 | 0 | 0.94 | 10 | 6 | 0.9 | -1 | -0.2 | 0
O=C(COC(=O)c1ccc(Cl)c(S(=O)(=O)N2CCCC2)c1)NCc1cccs1 | 0 | 5 | 1.1 | -8 | -7 | 1.1 | 7 | -0.1 | -2

Structural class: the compounds so far containing an aryl thioether with sulfur outside any ring (3)
SMILES | A3G deaminase | GRIN3A LBD mod | mIAP act | hIAP inh | mIAP inh | hIAP activ | A3A deaminase | MPTP block | MIN6 prolif
COc1ccc2c(C)cc(SCn3nnc4ccccc4c3=O)nc2c1 | -3 | -3 | 0.88 | 13 | 12 | 0.87 | 0 | 1.4 | -3
COc1ccccc1C(=O)Nc1ccc(-c2nnc(SCC(=O)O)n2C)cc1 | 8 | 0 | 0.98 | -20 | 2 | 1.2 | 8 | -0.8 | 0
O=C(c1cc(F)ccc1F)C1CCCN(C(=O)CSc2ccccn2)C1 (stereo not given) | -5 | -3 | 0.92 | 19 | 8 | 0.81 | -4 | 1.5 | 1
